# Assay outcomes (PubChem)
# B2AR arrestin: qHTS assay of beta-arrestin-biased ligands of beta2-adrenergic receptor | beta-arrestin recruitment to beta2AR, cell-based reporter | 330,000 compounds, 0.02% hits | Beta-2 adrenergic receptor (Homo sapiens), P07550 | Potency, µM (highest dose often 46.1 µM), without a hit: top-dose activation, most hits filed as activators;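 further: potency means the concentration at half of the fitted maximal effect; 0% = DMSO controls and full agonism = EC100 isoproterenol or metaproterenol; nearly all actives have a fitted effect of over 65% in size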
# Giardia killer: Small Molecules that selectively kill Giardia lamblia: qHTS; AID 540267, 2011; activity change, % at 7.66 µM, hits read low; Giardia lamblia trophozoite viability; 340,000 compounds, 0.15% hits; in the data active means activity change below about -80%; inconclusive means between about -30% and that limit;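 further: parasites exposed to compound for two days anaerobically before the ATP read; on the % scale 0 is the no-effect control and ±100 the full control effect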
#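 Luminescent ATP signal served as the viability read-out, measured 15-30 min after adding ATP detection reagent to trophozoites that had been incubated with compounds for 48 hrs at 37 deg C anaerobically at 100 cells/well.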
# Menin-MLL TR inh: qHTS Assay for Inhibitors Targeting the Menin-MLL Interaction in MLL Related Leukemias: Competition With Texas Red Labeled MLL-derived Mutant Peptide; O00255; 270,000 compounds, 0.23% hits; Menin + Texas Red MLL mutant peptide, fluorescence polarization; Potency, µM (doses to about 61.6 µM), for the others: at the highest dose FP activity change, negative = inhibition, hits mostly inhibitors; active means well fitted inhibition curve with a large enough effect in the polarisation, with a control signal flat, not every such curve was filed as active; inconclusive means small, poorly fitted or top-dose-only effect, or effect the other way, or a change in a side signal; inactive means no such curve, though single readings can be large or run the other way; the % refers to the polarisation; further: potency means the concentration at half of the fitted maximal effect; % of control where 0% means no effect; many of its hits are not listed in these tables
# PKM2 act: qHTS Assay for Activators of Human Muscle isoform 2 Pyruvate Kinase; purified PKM2, Kinase-Glo ATP luminescence, activation; response scale: 0% is enzyme alone, no compound; Potency, µM (highest dose often 57.5 µM), for inactives: top-dose activation, most hits filed as activators; 260,000 compounds, 0.34% hits; Pyruvate kinase PKM (Homo sapiens), P14618; further: potency means the concentration at half of the fitted maximal effect; on the % scale 0 is the no-effect control and ±100 the full control effect; nearly all actives have a fitted effect of over 55% in size
#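 Purified hPK-M2 (>95%) run at intermediate activity with 0.1 mM ADP and 0.5 mM PEP in 50 mM imidazole pH 7.2, KCl, MgCl2; 1 h room temperature. ATP formed read by Kinase-Glo luminescence; normalized to uninhibited and no-enzyme controls.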
# GALK inh: qHTS Assay for Inhibitors of Human Galactokinase (GALK). P51570. Purified GALK, Kinase-Glo residual ATP luminescence. Potency, µM (doses to about 57.5 µM), without a hit: top-dose activity change, negative = inhibition, actives largely listed as inhibitors. 270,000 compounds, 0.007% hits; further: potency means the concentration at half of the fitted maximal effect; on the % scale 0 is the no-effect control and ±100 the full control effect
#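 Quantitative HTS: GALK 5 nM, ATP 35 uM, galactose 100 uM, 1 h room temperature, then luciferase-based ATP detection.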
# Coupling enz: qHTS Assay for Inhibitors of Fructose-1,6-bisphosphate Aldolase from Giardia Lamblia: Coupling assay counterscreen. coupling enzyme system counterscreen, AmpLite Red fluorescence. 290,000 compounds, 0.67% hits. activity change, negative = inhibition, % at 58.2 µM, hits read low; in the data active means activity change below about -30%; further: on the % scale 0 is the no-effect control and ±100 the full control effect
#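 Activity here indicates interference with the coupling reaction, not aldolase inhibition. Compounds at 57.5 uM final met coupling enzymes for 10 min at RT; substrate and AmpLite Red detection followed, with a 525/598 nm fluorescence read after 20 min.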
# KCNH2 3.1 inh: qHTS for Inhibitors of KCHN2 3.1: Mutant qHTS; Potassium voltage-gated channel subfamily H member 2, brain isoform KCNH2 3.1 (human); U2OS KCNH2 3.1, thallium flux FluxOr; hits give low values; activity change, % (tested at about 1.8 µM); 340,000 compounds, 0.95% hits;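 active means maximum activity change below -70%; inconclusive means maximum activity change from -70% to -50%; inactive means maximum activity change above -50%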;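 further: thallium influx rate constant from kinetic fluorescence after stimulation buffer; on the % scale 0 is the no-effect control and ±100 the full control effect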
#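 Virally transduced U2OS (3.1 isoform, 4 h infection in dark at RT) → overnight 37 C → FluxOr + Red40 in HBSS/HEPES, 45 min → stimulation buffer, 2 min kinetic read → rate constant vs DMSO controls.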
# hERG WT inh: qHTS for Inhibitors of KCHN2 3.1: Wildtype qHTS; Voltage-gated inwardly rectifying potassium channel KCNH2 (Homo sapiens), Q12809; U2OS, BacMam KCNH2, thallium flux FluxOr; hits give low values; activity change, % at 1.84 µM; 340,000 compounds, 0.37% hits;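 active means maximum activity change below -70%; inconclusive means maximum activity change between -70% and -50%; inactive means maximum activity change above -50%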; further: on the % scale 0 is the no-effect control and ±100 the full control effect
#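 U2OS cells transduced with wild-type KCNH2 virus are loaded with FluxOr dye for 45 min, and thallium flux is measured in kinetic reads before and after stimulation buffer. Rate constants are normalized to DMSO controls.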
# MLL CXXC-DNA inh: qHTS Fluorescence Polarization Assay for Inhibitors of MLL CXXC domain - DNA interaction | Potency, µM (top dose mostly 115 µM), inactives show at the top dose activity change, negative = inhibition, most hits filed as inhibitors | 290,000 compounds, 0.037% hits | MLL-CXXC / FITC-HOXA9 DNA fluorescence polarization; active means well fitted inhibition curve with a large enough effect in the polarisation, with a control signal flat, not every such curve was filed as active; inconclusive means small, poorly fitted or top-dose-only effect, or effect the other way, or a change in a side signal; inactive means no such curve, though single readings can be large or run the other way; the % refers to the polarisation; further: potency means the concentration at half of the fitted maximal effect
# Target sequence (Q03164 whole entry, looked up, the tested form may be a part): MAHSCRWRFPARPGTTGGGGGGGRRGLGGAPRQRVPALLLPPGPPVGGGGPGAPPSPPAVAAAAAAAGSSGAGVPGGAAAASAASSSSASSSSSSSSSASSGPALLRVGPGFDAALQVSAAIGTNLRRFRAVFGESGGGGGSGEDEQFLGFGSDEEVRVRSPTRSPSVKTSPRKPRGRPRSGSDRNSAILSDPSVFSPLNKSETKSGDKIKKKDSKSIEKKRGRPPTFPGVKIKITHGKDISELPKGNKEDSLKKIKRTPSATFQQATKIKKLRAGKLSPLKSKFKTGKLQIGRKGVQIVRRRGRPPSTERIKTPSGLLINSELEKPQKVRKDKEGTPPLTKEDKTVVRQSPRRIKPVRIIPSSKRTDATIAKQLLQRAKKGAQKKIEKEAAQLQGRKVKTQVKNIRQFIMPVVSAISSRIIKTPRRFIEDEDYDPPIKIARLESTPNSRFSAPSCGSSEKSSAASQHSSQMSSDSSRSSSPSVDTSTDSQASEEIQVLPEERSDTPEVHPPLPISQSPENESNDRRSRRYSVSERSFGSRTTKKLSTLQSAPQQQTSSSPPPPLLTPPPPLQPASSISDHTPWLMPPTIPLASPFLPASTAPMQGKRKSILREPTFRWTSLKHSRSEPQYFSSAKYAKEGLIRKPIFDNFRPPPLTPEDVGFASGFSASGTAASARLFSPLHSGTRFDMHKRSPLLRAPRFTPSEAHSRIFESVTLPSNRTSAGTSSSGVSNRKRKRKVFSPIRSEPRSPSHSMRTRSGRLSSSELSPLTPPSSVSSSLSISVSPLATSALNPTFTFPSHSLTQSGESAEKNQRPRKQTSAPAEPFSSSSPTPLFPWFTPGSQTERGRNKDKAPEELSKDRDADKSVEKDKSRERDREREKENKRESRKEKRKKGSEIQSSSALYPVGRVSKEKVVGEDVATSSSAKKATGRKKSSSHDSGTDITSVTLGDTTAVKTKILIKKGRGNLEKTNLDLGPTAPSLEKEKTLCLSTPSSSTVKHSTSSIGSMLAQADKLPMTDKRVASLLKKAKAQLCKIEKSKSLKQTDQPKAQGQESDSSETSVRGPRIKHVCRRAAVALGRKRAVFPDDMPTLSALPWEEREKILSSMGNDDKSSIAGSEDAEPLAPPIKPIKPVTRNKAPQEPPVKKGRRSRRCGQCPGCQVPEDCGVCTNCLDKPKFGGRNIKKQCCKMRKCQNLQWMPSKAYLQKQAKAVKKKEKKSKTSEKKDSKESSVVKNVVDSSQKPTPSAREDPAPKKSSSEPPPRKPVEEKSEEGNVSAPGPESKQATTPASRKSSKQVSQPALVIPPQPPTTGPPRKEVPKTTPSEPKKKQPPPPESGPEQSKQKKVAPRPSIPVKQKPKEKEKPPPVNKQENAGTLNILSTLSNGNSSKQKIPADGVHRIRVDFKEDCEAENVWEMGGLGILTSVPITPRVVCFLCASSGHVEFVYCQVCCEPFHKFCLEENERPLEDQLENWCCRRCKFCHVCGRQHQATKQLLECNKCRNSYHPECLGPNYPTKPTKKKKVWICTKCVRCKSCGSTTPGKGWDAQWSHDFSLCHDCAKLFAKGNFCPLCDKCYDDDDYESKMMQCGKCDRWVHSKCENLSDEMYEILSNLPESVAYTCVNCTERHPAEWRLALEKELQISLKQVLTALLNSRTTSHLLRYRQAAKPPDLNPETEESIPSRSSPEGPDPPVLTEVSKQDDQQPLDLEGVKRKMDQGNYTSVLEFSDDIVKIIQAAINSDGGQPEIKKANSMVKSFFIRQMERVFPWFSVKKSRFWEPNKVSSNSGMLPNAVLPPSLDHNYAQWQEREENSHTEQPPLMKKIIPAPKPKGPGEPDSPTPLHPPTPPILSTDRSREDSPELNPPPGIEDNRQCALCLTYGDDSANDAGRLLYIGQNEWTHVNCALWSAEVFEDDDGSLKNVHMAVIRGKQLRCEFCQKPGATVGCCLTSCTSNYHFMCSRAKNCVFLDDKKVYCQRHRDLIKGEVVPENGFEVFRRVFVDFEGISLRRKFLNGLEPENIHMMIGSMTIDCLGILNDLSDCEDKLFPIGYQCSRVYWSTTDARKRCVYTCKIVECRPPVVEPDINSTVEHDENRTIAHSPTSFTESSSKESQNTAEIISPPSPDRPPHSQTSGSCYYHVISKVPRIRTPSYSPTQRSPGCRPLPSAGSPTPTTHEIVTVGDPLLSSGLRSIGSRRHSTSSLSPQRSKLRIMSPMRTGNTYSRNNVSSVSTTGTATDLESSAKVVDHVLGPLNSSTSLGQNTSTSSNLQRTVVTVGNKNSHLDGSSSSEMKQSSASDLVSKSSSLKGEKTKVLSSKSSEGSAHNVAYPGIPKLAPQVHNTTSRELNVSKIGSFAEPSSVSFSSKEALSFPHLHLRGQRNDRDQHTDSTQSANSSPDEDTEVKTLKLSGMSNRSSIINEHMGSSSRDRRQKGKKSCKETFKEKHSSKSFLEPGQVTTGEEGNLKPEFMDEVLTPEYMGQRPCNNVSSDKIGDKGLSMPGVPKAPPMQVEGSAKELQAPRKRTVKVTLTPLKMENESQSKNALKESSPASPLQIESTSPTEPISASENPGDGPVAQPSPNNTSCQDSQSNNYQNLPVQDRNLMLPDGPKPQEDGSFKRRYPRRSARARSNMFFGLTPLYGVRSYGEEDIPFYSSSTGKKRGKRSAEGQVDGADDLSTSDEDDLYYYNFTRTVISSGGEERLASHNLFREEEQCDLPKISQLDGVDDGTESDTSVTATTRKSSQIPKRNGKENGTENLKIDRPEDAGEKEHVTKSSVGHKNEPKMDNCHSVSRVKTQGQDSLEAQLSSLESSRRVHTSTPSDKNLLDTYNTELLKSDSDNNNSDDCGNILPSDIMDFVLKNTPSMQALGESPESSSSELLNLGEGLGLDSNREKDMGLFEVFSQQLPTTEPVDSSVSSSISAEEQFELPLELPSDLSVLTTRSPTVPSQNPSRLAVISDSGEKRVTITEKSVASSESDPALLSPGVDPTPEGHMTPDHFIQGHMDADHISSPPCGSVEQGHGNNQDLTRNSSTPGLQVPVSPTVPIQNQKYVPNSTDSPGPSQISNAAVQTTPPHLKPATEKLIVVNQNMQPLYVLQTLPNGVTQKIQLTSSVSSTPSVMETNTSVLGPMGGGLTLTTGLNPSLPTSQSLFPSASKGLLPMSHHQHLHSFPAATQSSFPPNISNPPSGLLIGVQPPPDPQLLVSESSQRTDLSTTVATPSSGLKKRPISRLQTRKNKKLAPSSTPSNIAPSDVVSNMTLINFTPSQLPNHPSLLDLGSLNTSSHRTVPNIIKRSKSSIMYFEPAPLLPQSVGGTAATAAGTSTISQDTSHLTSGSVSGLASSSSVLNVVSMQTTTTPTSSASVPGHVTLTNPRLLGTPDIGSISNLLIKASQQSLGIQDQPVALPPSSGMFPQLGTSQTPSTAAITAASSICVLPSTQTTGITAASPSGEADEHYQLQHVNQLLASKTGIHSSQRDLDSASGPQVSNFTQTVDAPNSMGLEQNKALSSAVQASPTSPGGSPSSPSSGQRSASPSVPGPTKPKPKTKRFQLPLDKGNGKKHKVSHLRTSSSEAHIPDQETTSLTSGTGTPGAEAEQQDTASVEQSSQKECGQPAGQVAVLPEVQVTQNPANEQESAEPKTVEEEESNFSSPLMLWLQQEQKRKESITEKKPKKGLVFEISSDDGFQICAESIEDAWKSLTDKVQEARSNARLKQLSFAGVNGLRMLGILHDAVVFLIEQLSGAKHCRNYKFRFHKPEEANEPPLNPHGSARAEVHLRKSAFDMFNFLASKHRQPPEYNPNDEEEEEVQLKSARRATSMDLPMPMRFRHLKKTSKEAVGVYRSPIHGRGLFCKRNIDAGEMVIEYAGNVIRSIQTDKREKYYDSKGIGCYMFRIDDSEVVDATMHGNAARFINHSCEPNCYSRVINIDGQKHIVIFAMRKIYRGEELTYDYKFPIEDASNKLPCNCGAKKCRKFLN
#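 Steps: dispense CXXC domain solution (7 uM) → pin compounds or unlabeled HOX-A9 DNA control → 5 min ambient → add FLSN-HOX-A9 solution (50 nM) → spin → 30 min ambient → fluorescence polarization. Tris pH 7.5/NaCl/DTT/BSA buffer.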
# USP2a inh: qHTS Assay for Inhibitors of Ubiquitin-specific Protease USP2a Using CHOP2 as the Reporter; 330,000 compounds, 0.01% hits; Ubiquitin carboxyl-terminal hydrolase 2 (Homo sapiens), O75604; USP2 core, Ub-CHOP2 coupled fluorogenic reporter, 485/531; Potency, µM (doses to about 38.3 µM), inactives show at the highest dose activity change, negative = inhibition, usual class: inhibitors; AID 463254, 2010;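 further: potency means the concentration at half of the fitted maximal effect; plate controls were DMSO wells for no effect and full inhibition by NEM control for full effect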
#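 Cell-free coupled assay: 10nM USP2 core preincubated 30min RT with compound in Tris-HCl pH 8.0/CaCl2/CHAPS buffer, then 25nM Ub-CHOP2 and 25nM reporter substrate; fluorescence (Ex 485/Em 531) read after 60min RT, normalized to NEM inhibition, concentration-response curves fitted.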
# TRPV1 ag: HTS Assay for Compounds that Act as Agonists of the Vanilloid Receptor 1; TRPV1-expressing cells, Fluo-8 calcium influx, agonist mode; activation, % at 8.33 µM; 320,000 compounds, 0.19% hits; in the data active means activation above about 80%; inconclusive means between about 30% and that limit; further: 0% is about no effect
#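 Cells expressing TRPV1 were dye-loaded with Fluo-8 and read kinetically: 10 s baseline, 3 min after compound (agonist portion), then 2 min after EC20 capsaicin (allosteric enhancer portion). Calcium-bound dye fluorescence at 480/520 nm.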
# Starred values were filed as active, the others as inactive; ? = inconclusive; . = not tested or not shown; & = joins results of further samples; [ ] = another dose, or the depositor's remark. Unless noted, the call rests on the fitted dose curve; in most records, active means well fitted curve in the direction sought with a large enough effect; inconclusive means small, poorly fitted or top-dose-only effect, or another doubt; inactive means no such curve, though single readings can be large; an effect the other way counts as inactive or inconclusive.
SMILES,B2AR arrestin,Giardia killer,Menin-MLL TR inh,PKM2 act,GALK inh,Coupling enz,KCNH2 3.1 inh,hERG WT inh,MLL CXXC-DNA inh,USP2a inh,TRPV1 ag
N#Cc1ccc(-c2ccc(OCC(=O)NCCc3ccccc3)cc2)cc1,0.0%,17,-21%,-4%,1%,-5,-15,-4,19%,6%,-7
c1ccc2[nH]c(-c3ccnc4ccccc34)nc2c1,0.0%&0.0%,-8&-4,17%&6%,2%&-1%,6%&2%,2&-1,0&7,17&1,3%&-7%,-7%&3%,-1&-5
Cc1ccc(C(=O)/C=C\NCc2ccccc2)cc1,-2.0%,0,-17%,-11%,.,-3,-41,-3,-1%,-5%,20
COc1ccccc1CNC(=O)COc1cccnc1[N+](=O)[O-],-0.5%,-26,-2%,0%,-1%,0,-8,-2,8%,-2%,-1
CCc1nc(C)c(C(=O)N2CCCC(C(=O)Nc3cccc(-c4cccc(C)c4)c3)C2)o1 (stereo not given),-0.5%,-5,.,-3%,5%,.,-31,15,-3%,-19%,7
CCn1ncc(CN2CCN(C(=O)Nc3ccccc3C(=O)OC)CC2)c1C,-0.1%,2,-27%,-7%,0%,2,-12,-7,-4%,1%,-5
CCOC(=O)c1sc2nc3c(SCCC(=O)O)cc(C(=O)c4cc(OC)ccc4O)cn3c(=O)c2c1C,-0.2%,-28,?,0%,-2%,-8,2,-1,?,2%,-3
COc1ccc2nc(C)cc(N/N=C/c3ccccc3)c2c1,9.9%,-21,.,.,.,.,9,0,.,2%,10
Cc1nc(SCC(=O)Nc2cc(Cl)ccc2[N+](=O)[O-])nc(C)c1C,-0.7%,-3,13%,0%,.,1,-4,-1,10%,3%,-9
COc1cc2c(cc1OC)C(C)N(C(=S)NC(=O)c1ccccc1)CC2 (stereo not given),-0.1%,7,0%,-3%,7%,2,3,-2,15%,-1%,4
CC(=O)Nc1nc(Cn2nnc(-c3ccc4c(c3)OCO4)n2)nc(N(C)C)n1,0.4%,10,-15%,1%,0%,-4,-2,5,4%,7%,4
CCOC(=O)N1CCN(C(=O)CSc2ccc3nnc(-c4cccnc4)n3n2)CC1,0.2%,6,?,-2%,-1%,3,7,0,3%,2%,-2
COC(=O)c1ccc(COC(=O)CSCC(=O)Nc2ccc(C)cc2C)cc1,0.0%,-4,.,.,.,.,3,4,.,2%,.
COc1ccc(S(=O)(=O)N2CCCCC2)cc1NC(=O)CCCNC(=O)c1ccc(Cl)cc1,0.3%,0,.,.,.,.,3,14,.,0%,9
COc1ccc(/C=N/NC(=O)Cn2cc(C(F)(F)F)ccc2=O)cc1,0.2%,11,-14%,.,10%,2,-4,-3,-10%,-1%,-3
O=C(CN1CCN(S(=O)(=O)c2ccccc2)CC1)Nc1ccccc1Cl,-0.8%,10,-8%,5%,7%,0,-9,20,?,-1%,13
CCOC(=O)CC1COCCN1C(=O)c1ccc2oc(Cc3ccccc3)nc2c1 (stereo not given),-0.6%,25,-5%,0%,-2%,1,-1,9,-16%,1%,1
CSc1nnc(-c2cc(Br)ccc2N=Cc2c(C)[nH]n(-c3ccccc3)c2=O)c(=O)[nH]1,-0.6%,-10,?,-4%,-2%,7,10,1,-20%,-2%,-1
Cn1nc(-c2ccccc2)c(CO)c1Oc1cccc(C(F)(F)F)c1,0.0%,22,-6%,1%,1%,0,-6,-2,3%,-2%,8
COc1cccc(CN2CCN(Cc3ccc(C)o3)CC2CCO)c1 (stereo not given),-0.9%,3,14%,0%,3%,1,5,4,-6%,4%,4
CC(OC(=O)CCc1nc2ccccc2c(=O)[nH]1)C(=O)Nc1cccc(C(F)(F)F)c1 (stereo not given),-0.3%,-26,.,.,.,.,-36,3,.,5%,.
COC(=O)c1cc(=O)c2c(C)nc(C(Cl)(Cl)Cl)nc2[nH]1,-0.5%,5,4%,-13%,4%,-2,-5,-5,-2%,-1%,0
OC1C[N+]2(CCCCC2)C1,-0.3%,22,-13%,-2%,3%,2,-1,-3,-6%,1%,0
COC(=O)C(Cc1cncn1COCc1ccccc1)NC(=O)OC(C)(C)C (stereo not given),-0.8%,7,2%,2%,0%,1,1,-7,12%,0%,6
CCCCNC(=O)c1cc(-c2ccc3c(c2)OCO3)on1,-0.4%,4,17%,.,-1%,-3,12,5,14%,1%,0
CC1CCc2nc(NC(=O)Cc3cccs3)sc2C1 (stereo not given),-0.2%,3,16%,3%,-2%,-3,2,16,-2%,-2%,2
Cc1ccc(CSCC(=O)N2CCCC2)cc1,-0.3%,1,0%,1%,-2%,1,6,-1,5%,7%,6
COCc1cc(C)[nH]c(=O)c1C#N,-0.1%,-18,1%,-7%,-6%,-4,-1,-1,9%,1%,-2
O=C(CSc1nnc2ccc(-c3ccccn3)nn12)NCCc1ccccc1,0.0%,5,.,.,.,.,2,3,.,1%,-5
CCCSc1nsc(SCCC)c1C#N,0.3%,-5,-7%,1%,0%,-1,10,4,5%,-1%,12
Cn1c(SCC(=O)NNC(=O)c2ccccc2)nnc1C1CC1,-0.2%,9,5%,-1%,15%,0,-4,-2,12%,6%,2
CCC(CO)NCc1ccc(-c2ccccc2)cc1 (stereo not given),0.1%,7,0%,-15%,1%,0,35,2,6%,-1%,2
CCc1ccc(-c2csc3ncn(CC)c(=O)c23)cc1,-0.7%,9,-4%,0%,0%,2,5,9,4%,-1%,4
CCOC(=O)c1sc(=NC(=O)COc2ccc(Cl)cc2)n(C)c1C,-0.1%,10,10%,0%,4%,0,16,9,2%,3%,0
COc1ccccc1-c1cc(C(=O)N/N=C/c2ccc(C)o2)c2ccccc2n1,-0.2%,?,22%,5%,4%,-4,-10,8,-10%,-1%,-5
CCOC(=O)N1CCC(NC(=O)C(NS(=O)(=O)c2ccc3c(c2)CCN3C(C)=O)C(C)C)CC1 (stereo not given),-0.3%,6,2%,-2%,0%,0,-4,9,7%,2%,0
CCOc1ccc(NC(=O)c2cccs2)c([N+](=O)[O-])c1,4.6%,-4,-6%,3%,1%,-3,-5,1,20%,2%,-2
CN(C)c1nc(-c2cccnc2)nc(-c2ccccc2)c1C#N,0.3%,16,-24%,.,1%,0,3,-4,12%,4%,7
CCOC(=O)c1c(C)[nH]c(C(=O)COC(=O)/C=C/c2ccc3c(c2)OCO3)c1C,-0.7%,1,-6%,9%,2%,-4,3,1,11%,2%,2
Cc1ccc(S(=O)(=O)NCCC(=O)NCC(c2cccs2)N(C)C)cc1 (stereo not given),0.3%,-10,.,.,.,.,-10,-2,.,1%,1
Cc1ccccc1C1c2[nH]c3ccccc3c2C[C@H]2C(=O)N(c3ccccc3C(=O)NCCCN3CCOCC3)C(=O)N12 (stereo not given in full),0.0%,6,18%,-3%,.,0,-16,7,37%[activator],2%,1
CCOC(=O)[C@@H]1[C@H]2COc3ccc(Br)cc3[C@@H]2N2C(=O)N(c3ccc(OC)cc3)C(=O)[C@@]12C,-0.3%,-4,.,.,.,.,5,14,.,2%,.
NS(=O)(=O)c1ccc(CCNc2nc(CN3CCCCC3)nc3sc4c(c23)CCC4)cc1,-0.1%,-11,-16%,-4%,0%,5,-15,7,1%,-2%,1
CC(NC(=O)c1ccccc1Br)c1nnc(SCC(=O)NC2CCCCC2)n1C (stereo not given),-0.7%,-3,8%,-2%,0%,7,-4,8,1%,2%,0
CN1C(=O)N(CC(=O)Nc2sccc2C(N)=O)C(=O)C12CCCCC2,0.2%,8,.,.,.,.,0,-10,.,3%,4
O=C(COc1ccc(S(=O)(=O)NC2CCCCC2)cc1Cl)NCc1ccc2c(c1)OCO2,0.5%,-16,.,20%,-5%,1,-6,-5,-1%,-2%,3

# These rows are one share of the data, so the mix of outcomes need not match the whole.
